Pf growth 48h – Primary qHTS for delayed death inhibitors of the malarial parasite plastid, 48 hour incubation; P. falciparum luciferase growth in erythrocytes, 48 h; 5.9% of 310,000 active; Potency, µM (titrated, usually from 28.7 µM), without a hit: at the top dose activity change, negative = inhibition, actives largely listed as inhibitors; also: potency is read from the fitted curve at half-maximal effect; % is scaled to controls: 0 for no effect and ±100 for the full control effect
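Parasite viability was followed by luminescence of a genomically integrated firefly luciferase. Cultures held 0.1% parasitemia at 2% hematocrit (final), incubated under 5% CO2 at 37 C.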
TbPYK inhibitor – qHTS of Trypanosoma Brucei Inhibitors; pyruvate kinase (Trypanosoma brucei), Q57TT1; TbPYK enzyme, Kinase-Glo Plus ATP luminescence, 45 min; AID 624173, 2012; 0.12% of 410,000 active; Potency, µM (top dose mostly 76.8 µM), for inactives: at the top dose activity, negative = inhibition, hits mostly inhibitors; also: potency is read from the fitted curve at half-maximal effect; % is scaled to controls: 0 for no effect and ±100 for the full control effect; nearly all actives have a fitted effect of over 50% in size
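Screened from lowest to highest concentration, compounds were pinned into TbPYK/substrate mixtures, and ADP (130 uM final) was added. Plates sat at room temperature for 45 min prior to Kinase-Glo Plus detection by luminescence.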
Pf growth 96h – Primary qHTS for delayed death inhibitors of the malarial parasite plastid, 96 hour incubation; P. falciparum luciferase reporter growth, 96 h; Potency, µM (top dose mostly 28.7 µM), for inactives: top-dose activity change, negative = inhibition, actives largely listed as inhibitors; 6.9% of 320,000 active; AID 504834, 2011; also: potency is read from the fitted curve at half-maximal effect; % is scaled to controls: 0 for no effect and ±100 for the full control effect
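Luminescence readout: decreased luciferase signal marks inhibited growth of reporter-expressing P. falciparum in infected red cells (2% hematocrit, 0.05% parasitemia final), exposed to compound two generations (96 h, 37 C, 5% CO2).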
LmPK inhibitor – qHTS Assay for Inhibitors of Leishmania Mexicana Pyruvate Kinase (LmPK); Q27686; purified LmPK, Kinase-Glo ATP luminescence, 1 h; Potency, µM (series often up to 57.5 µM), for inactives: at the top dose activity change, negative = inhibition, actives largely listed as inhibitors; 0.37% of 290,000 active; AID 1721, 2009; also: potency is read from the fitted curve at half-maximal effect; % is scaled to controls: 0 for no effect and ±100 for the full control effect
Target sequence (Q27686 whole entry, looked up): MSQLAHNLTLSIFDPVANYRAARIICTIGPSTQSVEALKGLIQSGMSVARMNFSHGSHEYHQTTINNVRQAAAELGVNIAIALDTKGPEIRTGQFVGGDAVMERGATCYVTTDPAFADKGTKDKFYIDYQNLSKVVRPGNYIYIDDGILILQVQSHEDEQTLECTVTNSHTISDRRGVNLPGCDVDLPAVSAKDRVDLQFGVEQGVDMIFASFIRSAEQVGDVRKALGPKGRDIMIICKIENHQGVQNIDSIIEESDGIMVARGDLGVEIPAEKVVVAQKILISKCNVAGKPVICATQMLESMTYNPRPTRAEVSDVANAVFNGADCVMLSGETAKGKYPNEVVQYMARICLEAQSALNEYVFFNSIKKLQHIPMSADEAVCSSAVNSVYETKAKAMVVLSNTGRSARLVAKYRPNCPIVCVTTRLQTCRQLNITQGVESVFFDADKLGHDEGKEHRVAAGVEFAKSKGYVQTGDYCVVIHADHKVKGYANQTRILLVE
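Purified LmPK (0.1 nM) with 0.5 mM PEP and 0.1 mM ADP in imidazole buffer pH 7.2 with MgCl2/KCl, 1 h at room temperature. ATP formed was read by luciferase luminescence and normalized to no-enzyme and uninhibited controls.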
Shiga inhibitor – A qHTS for Small Molecule Inhibitors of Shiga Toxin | 9.2% of 290,000 active | inhibition, % at 38.7 µM | Vero cells, Shiga toxin protein synthesis inhibition reporter; in the data active = inhibition mostly above about 28%, no sharp cut-off; inactive = mostly below about 43%; also: 0% is about no effect
Cycloheximide cs – Cycloheximide Counterscreen for Small Molecule Inhibitors of Shiga Toxin. cell reporter, cycloheximide protein synthesis inhibition counterscreen. max response, %. 12% of 300,000 active. AID 2314, 2010; in the data active = max response mostly above about 13%, no sharp cut-off; inactive = mostly below about 14%; also: read at 38.3 µM for the half of the compounds with a filed dose; 0% is about no effect
AmpC inh no detg – qHTS Inhibitors of AmpC Beta-Lactamase (assay without detergent) | 0.52% of 330,000 active | P00811 | AmpC nitrocefin hydrolysis, absorbance 480 nm, 0.0001% Triton | Potency, µM (highest dose often 57.1 µM), for the others: at the top dose activity change, negative = inhibition, hits mostly inhibitors | AID 485341, 2010;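 also: potency is read from the fitted curve at half-maximal effect; plate controls were no compound for no effect and no enzyme for full effect; nearly all actives have a fitted effect of over 20% in size; some results filed as inactive show a strong effect at the top dose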
Target sequence (P00811 whole entry, looked up): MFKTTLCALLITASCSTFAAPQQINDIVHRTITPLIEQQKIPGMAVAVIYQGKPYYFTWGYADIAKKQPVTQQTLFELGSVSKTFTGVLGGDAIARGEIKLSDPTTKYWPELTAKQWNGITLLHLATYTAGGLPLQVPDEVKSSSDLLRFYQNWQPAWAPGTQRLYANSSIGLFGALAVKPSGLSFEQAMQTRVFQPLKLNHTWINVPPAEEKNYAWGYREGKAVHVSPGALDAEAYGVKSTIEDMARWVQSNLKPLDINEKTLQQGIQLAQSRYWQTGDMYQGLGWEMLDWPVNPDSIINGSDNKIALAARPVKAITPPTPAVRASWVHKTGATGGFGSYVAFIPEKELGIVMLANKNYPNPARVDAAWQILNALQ
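AmpC (5.3 nM in the dispensed reagent) in 20 mM phosphate pH 7.0 with 0.01% (detergent screen) or 0.0001% Triton X-100 was preincubated with compounds for 15 min at room temperature. Nitrocefin was then added from an 800 uM solution, and hydrolysis was followed at 480 nm.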
Active calls of the source: *; ? = inconclusive; · = no result given; & = joins results of further samples; [ ] = remark or other dose. Unless noted, calls follow the shape of the dose curve; as a rule, active = well fitted curve in the direction sought with a large enough effect; inconclusive = small, poorly fitted or top-dose-only effect, or another doubt; inactive = no such curve, though single readings can be large; an effect the other way counts as inactive or inconclusive.

SMILES	Pf growth 48h	TbPYK inhibitor	Pf growth 96h	LmPK inhibitor	Shiga inhibitor	Cycloheximide cs	AmpC inh no detg
O=C(CSc1nnc(CNc2ccc(F)cc2)n1-c1ccccc1)N1CCOCC1	?	16%	?	1%	21	-5	23%
Cn1cc(CN2CCN(CCc3ccccc3)C(CCO)C2)cn1 (stereo not drawn)	3%	10%	87%[activator]	1%	38	-3	-11%
C=CCn1c(SCC(=O)Nc2ccccc2F)nnc1C(C)NC(=O)c1ccccc1F (stereo not drawn)	8%	-19%	17%	-8%	-25	1	2%
CC(=O)N1CCc2cc(S(=O)(=O)CCC(=O)Nc3cc(C)cc(C)c3)ccc21	-7%	4%	-15%	0%	-11	-8	-10%
CS(=O)(=O)N(Cc1ccccc1)c1ccc(C(=O)N2CCc3ccccc3C2)cc1	-5%	9%	2%	-6%	-23	-6	110%[activator]
O=C(Nc1nc2ccc(S(=O)(=O)N3CCCCC3)cc2s1)c1cccnc1	·	?	?	-7%	-5	-3	-12%
Cc1cccn2c(CN3CCSCC3)c(C(=O)N3CCOCC3)nc12	19%	1%	?	0%	25	-1	-19%
CCCn1c(N)c(CC)c(=O)[nH]c1=O	?	1%	16%	-4%	-20	6	-24%
COc1cccc(CN2CCSCC2)c1	·	12%	6%	-6%	-7	-8	-19%
O=C(C1CCCN1S(=O)(=O)c1ccc(Cl)cc1)N1CCOCC1 (stereo not drawn)	10%	-4%	5%	-1%	-5	-1	-15%
N#Cc1ccc(NC(=O)CCNC(=O)c2ccco2)cc1Cl	-5%	8%	-8%	0%	-6	-4	-19%
COc1ccccc1NS(=O)(=O)c1cc(C(=O)N2CCCCCCC2)ccc1C	-22%	-12%	?	·	·	·	48%
C=CCn1c(C(C)NC(=O)c2cccc(C)c2)n[nH]c1=S (stereo not drawn)	-12%	?	28%	5%	4	-3	2%
CCCOc1ccc(C(=O)CCCC(=O)c2ccc(OCCC)cc2)cc1	?	-2%	9%	-3%	4	1	-1%
CCC(C(=O)N1C[C@H]2C[C@@H](C1)c1cccc(=O)n1C2)c1ccccc1 (stereo partly drawn)	9%	0%	?	-9%	15	-2	-15%
N=C(N)SCP(=O)(c1ccccc1)c1ccccc1	-11%	2%	16%	4%	-3	-1	-13%
Cc1nn(-c2ccccc2)c2nc(=O)n(-c3ccccc3)cc12	·	?	0%	-2%	17	-4	-13%
CC(C)CC(NS(=O)(=O)c1ccc2[nH]c(=O)c(=O)[nH]c2c1)C(=O)O (stereo not drawn)	13%	2%	?	1%	-12	-1	-17%
O=C1NCCCN1Cc1ccc(F)cc1	·	-2%	13%	7%	-4	-1	-2%
CCC(C)c1ccccc1N1CC(C(=O)Nc2cccc(S(=O)(=O)N3CCOCC3)c2)CC1=O (stereo not drawn)	?	-2%	?	-5%	-11	-3	154%[activator]
CC(C#N)(NC(=O)CN1CCN(S(=O)(=O)c2ccccc2C#N)CC1)C1CC1 (stereo not drawn)	-24%	-3%	?	·	·	·	1%
Cc1cccc(NC(=O)Cc2cccs2)n1	136%[activator]	-5%	17%	-1%	69*	33*	·
CCOc1ccc(C(=O)c2cc3ccc(O)cc3oc2=O)cc1	33%[activator]	-8%	?	0%	-5	0	-29%
C=CCOc1ccc(CNC(C)(C)CO)cc1OC	-14%	-7%	-6%	0%	1	-2	-7%
CC(C)NC(=O)/C(=C/c1cn(-c2ccccc2)nc1-c1cccc([N+](=O)[O-])c1)NC(=O)c1ccccc1	10%	-3%	-19%	0%	-15	-7	-19%
COc1ccc(-n2nc(C(=O)NCC(=O)NCCCN3CCOCC3)c3ccccc3c2=O)c(OC)c1	-6%	-1%	-52%	-1%	-11	-2	-6%
COc1ccc(CCC(C)N(C)Cc2ccccc2)cc1 (stereo not drawn)	7%	-5%	?	1%	-13	-2	-15%
Cc1nn(C(=O)c2cccnc2)c(C)c1Sc1ccccc1	-7%	0%	?	0%	-9	-3	-21%
O=C(c1cccs1)c1coc2ccc(O)c(CN(CCO)CCO)c12	·	-7%	2.1µM*	1%	63*	17*	-19%
COC(=O)c1ccccc1NC(=O)C1CCCN(c2nnc(-n3cccc3)s2)C1 (stereo not drawn)	?	-2%	-70%	-3%	-5	-3	20%
O=C(Cc1ccccc1)Nc1ccc(Cl)cn1	0%	1%	37%[activator]	1%	42	23*	-11%
Cc1ccc(C)c(OCC(=O)Nc2ccccc2C(=O)N2CCN(C)CC2)c1	?	0%	61%[activator]	-9%	-7	-7	63%[activator]
CC(/C=N/n1c(-c2cc(C)[nH]n2)n[nH]c1=S)=C\c1ccco1	8%	?	83%[activator]	7%	14	-1	-27%
CCN(CC)C(=O)c1[nH]cnc1C(=O)N[C@@H](CC(C)C)C(=O)OCc1ccccc1	?	-10%	?	9%	-12	-2	100%[activator]
CCOc1ccc(/C=C2\SC(=O)N(CCNC(=O)CN3C(=O)NC4(CCCC4)C3=O)C2=O)cc1OC	-29%	-20%	0%	-9%	-34	-2	117%[activator]
Cc1oc(-c2ccccc2)nc1CN1C(=O)C(C)N=C(c2ccccc2F)c2cc(Cl)ccc21 (stereo not drawn)	?	-1%	2.3µM*	1%	-14	-2	11%
COc1ccccc1Nc1ncc(C(=O)Nc2ccc(OC)c(OC)c2)c2ccccc12	14%	2%&-2%	31%[activator]	6%	-13	-2	-2%
CC(C)OCCCn1c(=O)c2ccccc2n2c(CCC(=O)O)nnc12	·	-1%	1.7µM*	0%	-3	1	5%
CC(=O)Nc1ccc(S(=O)(=O)Nc2ccc3c(c2)OCCO3)cc1Cl	7%	3%	13%	5%	-7	-2	-15%
Cc1ccc(NC(=O)c2cnn(-c3ccccc3)c2NC(=O)c2ccco2)cc1	114%[activator]	?	?	-3%	-25	-7	-45%
CCOc1ccc(NC(=O)Cn2cc(C(=O)CC)c3ccccc32)cc1	-12%[0.00184 µM]	-15%	-5%	-2%	-7	-6	-18%
O=C(O)C1CCN(C(=O)CSc2nc3ccccc3s2)CC1	29%	-16%	-11%	-4%	-11	-11	-9%
N#CC[C@H](Cc1ccccc1)N1CCN(CCc2ccccc2)CCC1=O	-45%	1%	3.7µM*	11%	-6	-2	-5%
CCOc1ccc(N2CC(C(=O)Oc3ccccc3)CC2=O)cc1 (stereo not drawn)	-20%	-3%	0%	1%	-8	-4	-11%
COC(=O)CCC(=O)Nc1ccc(S(=O)(=O)N2CCc3ccccc32)cc1	4%	-4%	0%	-9%	-9	-2	-4%
COc1cc(C(=O)c2c(C)c(CCC#N)n3ccccc23)cc(OC)c1OC	9.3µM*	0%	-19%	1%	-14	8	0%
COc1ccc2nc(SCc3cccc(C)c3)nc(C)c2c1	134%[activator]	-3%	?	7%	62*	27*	45%
CCn1nc(C)cc1C(=O)N1CCCC(N(C)CCc2ccc(OC)c(OC)c2)C1 (stereo not drawn)	-19%	-6%	?	-3%	24	12	75%[activator]
O=C(NCc1ccncc1)c1cccc(NS(=O)(=O)c2ccc(F)c(F)c2)c1	-13%	24%	-15%	·	·	·	-17%
CCN(CC)S(=O)(=O)c1ccc(NC(=S)NC(=O)C2CCC2)cc1	-12%	-7%	-11%	-7%	-11	-2	-32%

More entries follow.
SMILES	Pf growth 48h	TbPYK inhibitor	Pf growth 96h	LmPK inhibitor	Shiga inhibitor	Cycloheximide cs	AmpC inh no detg
CCOC(=O)c1cnc(SC)nc1Oc1cccc(NS(=O)(=O)c2ccc(C)cc2)c1	-7%	-5%	87%[activator]	4%	-20	-3	-23%
Cc1cccc(NC(=O)CSc2nnc(CNC(=O)c3ccco3)n2C)c1C	16%	12%	?	·	·	·	-7%
COc1ccccc1N1CCN(S(=O)(=O)c2ccc3nc(-c4ccccc4)[nH]c3c2)CC1	-25%	-1%	2.9µM*	0%	-8	-7	-7%
O=c1[nH]n(-c2ccccc2)c(=O)c(Cl)c1Cl	-14%	2%	?	12%	-8	1	-16%
CCN(CC)S(=O)(=O)c1ccc2[nH]c(=O)c3ccccc3c2c1	16%	-12%	-16%	3%	-5	-2	-9%
Cc1cccc(CSc2nc(N)c(C#N)c(-c3cccs3)c2C#N)c1	13µM*	·	?	7%	-5	-2	-16%
C[C@@H](C(=O)NC1CCCCC1)N1C(=O)N2CCc3c([nH]c4ccccc34)[C@@]2(C)C1=O	45%[activator]	-13%	?	-4%	3	-3	172%[activator]
Cc1n[nH]c(C)c1S(=O)(=O)N1CCCC(C(=O)N2CCc3ccccc32)C1 (stereo not drawn)	-22%	-1%	?	6%	12	-2	11%
COc1ccc(-c2c(C)nn(-c3ccccc3)c2N)cc1	·	0%	103%[activator]	2%	51	23*	-14%
C#CCOCCOCCOCCNc1nc(N2CCN(C(=O)[C@H]([C@@H](C)CC)n3cc([C@@H](N)Cc4ccc(O)cc4)nn3)CC2)nc(N2CCN(C(=O)[C@H](CCCCN)n3cc([C@@H](N)CO)nn3)CC2)n1	-4%	·	20%	1%	12	-4	213%[activator]
CC1(C)CC(NC(=O)c2ccncc2)CC(C)(C)N1O	13%	11%	0%	1%	-1	-3	-13%
CCCCCc1ccc(-c2cn(CC3CCCCC3)nn2)cc1	79%[activator]	-3%	12µM*	5%	14	0	-22%
Cc1ccc(Cn2c(CO)cnc2SCC(=O)Nc2ccc(C)c(Cl)c2)cc1	·	1%	·	·	21	9	·
NS(=O)(=O)c1ccc(CCNC(=O)CSc2nc3ccsc3c(=O)n2C2CC2)cc1	-6%	-8%	50%[activator]	2%	21	-1	-9%
O=C(Nc1ncccc1Cl)C1COc2ccccc2O1 (stereo not drawn)	-85%	8%	·	-3%	161*	53*	-6%
Cc1c(OCC(=O)N[C@@H](Cc2ccccc2)C(=O)O)ccc2c3c(c(=O)oc12)CCC3	12%	-3%	-23%	4%	-8	-2	-21%
CCc1nc(SCC(=O)N2CCCCC2)c2c(=O)n(C)c(=O)n(C)c2n1	?	3%	-16%	-1%	-17	-3	-5%
CCC(C)n1c(OC)nc2c1c(=O)n(C)c(=O)n2C (stereo not drawn)	-7%	?	?	0%	-15	-3	-4%

Given as labelled records: 2 of the compounds above.
C[C@@H](C(=O)NC1CCCCC1)N1C(=O)N2CCc3c([nH]c4ccccc34)[C@@]2(C)C1=O
  Pf growth 48h = 45%[activator]; TbPYK inhibitor = -13%; Pf growth 96h = ?; LmPK inhibitor = -4%; Shiga inhibitor = 3; Cycloheximide cs = -3; AmpC inh no detg = 172%[activator]

CCn1nc(C)cc1C(=O)N1CCCC(N(C)CCc2ccc(OC)c(OC)c2)C1 (stereo not drawn)
  Pf growth 48h = -19%; TbPYK inhibitor = -6%; Pf growth 96h = ?; LmPK inhibitor = -3%; Shiga inhibitor = 24; Cycloheximide cs = 12; AmpC inh no detg = 75%[activator]
